NCI-60 one-dose screen, 48 h, at 10 µM unless noted. Numbers give growth in % (100 = growth as untreated, 0 = no growth, -100 = all killed).
NCI-H23 = NCI-H23 lung cancer | 4% of 80,000 active | AID 1794731
IGROV1 = IGROV1 ovarian cancer | 4.7% of 79,000 active
NCI/ADR-RES = NCI/ADR-RES ovarian cells. 4.4% of 81,000 active. AID 1794790
SN12C = SN12C renal cancer cells; 3.8% of 81,000 active; AID 1794767
OVCAR-5 = OVCAR-5 ovarian cancer. 2.9% of 82,000 active. AID 1794783
NCI-H226 = NCI-H226 lung cancer | 3.5% of 79,000 active
OVCAR-3 = OVCAR-3 ovarian cancer. 7% of 79,000 active
SK-OV-3 = SK-OV-3 ovarian cancer cells; 3.2% of 80,000 active
OVCAR-4 = OVCAR-4 ovarian cancer cells | 3.7% of 80,000 active | AID 1794784
Starred values were filed as active, the others as inactive; . = no result given; [ ] = another dose, or the depositor's remark. The calls were made as follows: active = growth percent below 10; inactive = the rest.

SMILES	NCI-H23	IGROV1	NCI/ADR-RES	SN12C	OVCAR-5	NCI-H226	OVCAR-3	SK-OV-3	OVCAR-4
CCc1ccc(-c2ccc(COc3ccc(CC4SC(=O)NC4=O)cc3)cc2)cc1 (stereo not given)	52	64	65	74	91	84	74	85	59
CSc1nc(-c2ccco2)c2c(N)[nH]nc2n1	98	109	103	109	109	102	116	99	109
C=CCN1C(=O)[C@@]2(Oc3ccccc3[C@H]3CC(c4ccc(Br)cc4)=NN32)c2ccccc21	64	57	68	70	93	66	82	61	57
O=C1c2cccc(Cl)c2C(=O)c2cccc(Cl)c21	95	98	97	100	109	88	114	107	113
OCc1cnccc1NCCCCOc1ccc(Oc2ccccc2)cc1	47	73	66	71	84	70	67	87	63
O=C(c1ccccc1)C(c1ccccc1)C(Cl)c1ccccc1 (stereo not given)	92	94	86	83	118	93	98	101	81
O=C(/C=C/c1ccc(F)cc1)c1ccc(Nc2nc(NCCO)nc(N3CCOCC3)n2)cc1	87	91	90	89	105	.	85	.	102
COc1ccc(Oc2ccc(C3CC(c4ccc(OC)c(OC)c4)=NN3C(C)=O)cc2)cc1 (stereo not given)	68	50	79	75	85	73	78	73	40
O=C1C2CCCN2C(=O)c2ccccc2N1Cc1cn(-c2ccccc2Cl)nn1 (stereo not given)	100	106	97	99	106	100	109	98	106
O=C1Nc2ccccc2/C1=C/c1ccc(COCC2CO2)n1-c1ccc(O)cc1 (stereo not given)	100	104	106	105	107	109	111	114	101
COc1ccc(-n2c(SCc3n[nH]c(=S)o3)nc3cc(OC)c(OC)cc3c2=O)cc1	110	99	103	100	106	105	108	107	103
O=C1c2cc([N+](=O)[O-])ccc2-c2ccc([N+](=O)[O-])cc21	104	92	108	97	125	92	113	93	98
CN(C)CCCNc1c2ccc(Cl)cc2nc2c1oc1ccc(Cl)cc12	.	-64*	2.9*	-74*	-7.0*	26	-53*	60	0.5*
O=C(O)C1C=Cc2ccccc2N1C(=O)c1ccccc1 (stereo not given) (tested in a mixture with another compound)	92	98	99	95	96	91	106	94	100
OCCOc1ccc2ccccc2c1	100	105	103	102	98	99	109	93	100
N#Cc1ccccc1C#Cc1ccccc1C#Cc1ccc(OCCCCCCOc2ccc(C#Cc3ccccc3C#Cc3ccccc3C#N)cc2)cc1	99	-19*	104	104	96	102	126	111	107
C/C(Cc1ccc(Cl)cc1)=C(\c1ccc(OCCN2CCCCCC2)cc1)c1ccc(OC(=O)C2CCCCC2)cc1	75	47	70	67	73	79	72	88	81
Cc1c2n(c3ccccc13)Cc1cnnn1C(C(=O)c1ccc(Br)cc1)=C2	74	82	93	90	87	82	109	86	104
CN(c1ccccc1)c1ccccc1	90	104	102	108	112	100	103	98	106
O=C(Nc1ccc(Oc2ccc(F)cc2)c(Cl)c1)c1ccnnc1	74	97	93	85	103	73	87	96	75
CCCc1ccc(N)cc1	93	99	96	87	97	100	109	100	100
CCOC(=O)Nc1cccc2c1-c1ccc([N+](=O)[O-])cc1C2=O	93	106	97	102	102	101	110	107	104
N#CC(C#N)=C(O)/C(=C/c1ccc(Cl)cc1Cl)NC(=O)c1ccccc1	84	93	96	82	103	70	78	87	79
O=C(Nc1cccc(Br)c1)Oc1ccc(Cl)c2cccnc12	-8.8*[100 µM]	14[100 µM]	6.4*[100 µM]	45[100 µM]	34[100 µM]	15[100 µM]	-49*[100 µM]	96[100 µM]	3.8*[100 µM]
CC(=O)O[C@H]1C[C@@]2(C)[C@@H](CC(=O)[C@H]3[C@@]4(C)CCC(N5CCCC5)[C@@H](C)[C@@H]4CC[C@@]32C)/C1=C(\CCC=C(C)C)C(=O)O (stereo not given in full)	96	102	103	99	99	99	104	103	98
COc1ccc(-c2cnc3c(-c4cccc5cnccc45)cnn3c2)cc1	74	83	56	59	96	29	73	69	36
COC(=O)c1cc(I)ccc1O	.	108	105	107	112	103	126	97	113
BrCC1OCC2(CCCCC2)O1 (stereo not given)	94	107	103	98	125	101	105	102	103
N=C(N)c1ccc(-c2ccc(-c3ccc(Cl)c(Cl)c3)o2)cc1	45	-65*	35	-81*	40	90	-42*	.	-13*
COc1ccc(NC(=O)[C@H](C)NC(=O)OC(C)(C)C)cc1C(=O)Nc1cccc(-c2cc(=O)c3c(OC)c(OC)c(OC)cc3o2)c1	-25*	12	61	2.2*	3.9*	16	.	-18*	21
O=C1N=c2ccccc2=C1c1sc(N2CCCCC2)nc1O	99	74	93	88	96	.	88	.	89
Nc1nc(-c2ccccc2)c(N=Nc2ccccc2Cl)s1	.	73	88	92	93	78	111	107	89
O=C(/C=C/c1cccc(O)c1)c1cccc(-n2cc(-c3ccc(Cl)cc3)[nH]c2=O)c1	-19*	-43*	3.4*	-47*	-47*	-49*	-80*	38	10
O=C(Nc1ccc(-n2ccc3c(NC(=O)c4ccccc4)ncnc32)cc1)Nc1cccc(Cl)c1Cl	-14*	-3.2*	4.8*	-32*	17	-38*	-42*	-15*	-74*
CCCCCC(=O)Oc1ccccc1OC	95	105	103	104	111	98	110	105	115
N#Cc1ccc2cc(-c3ccc(Br)cc3)c(C(=O)c3ccc(Br)cc3)n2c1	88	81	94	95	95	91	.	88	90
O=C1NC(=O)C(Cn2cnc3ccccc32)N1 (stereo not given)	98	105	101	99	110	103	103	101	105
O=C(NNC(=S)NC1CCCCC1)c1ccc(OCc2nc3ccc(Cl)cc3[nH]2)cc1	55	48	92	40	74	56	40	74	39
O=C1/C(=C/c2ccccn2)Nc2cc3c(cc21)OCO3	101	124	104	105	108	103	109	100	93
O=C(C[n+]1ccc2ccccc2c1)c1ccc(Cl)cc1	84	97	95	.	87	85	83	85	95
CCCc1n(Cc2ccc3ccccc3n2)cc[n+]1Cc1ccc2ccccc2n1	13	31	98	9.6*	48	38	9.6*	62	8.6*
CCCCCCCCCCC/C=N/Nc1ccc([N+](=O)[O-])cn1	100	109	107	100	108	98	.	107	108
CCOC(=O)C1CCNC(=O)C1=O (stereo not given)	107	130	105	97	104	97	122	117	119
O=C(CSc1nc2ccccc2c(=O)[nH]1)NNC(=O)c1ccccc1Br	99	120	113	102	133	101	120	91	95
Cc1ccc(/C=C/C(=O)c2ccc(F)cc2)s1	85	83	62	72	86	85	87	97	81
Cc1ccc(N=C2NC(=O)CS2)c(C)c1	99	109	104	104	111	97	112	109	115
Nc1cc2c([nH]c[n+]2CC#CCCl)c(SCC#CCCl)n1	-72*	-57*	-24*	-11*	-77*	-43*	-21*	-22*	.
CC[C@H](C)[C@@H](C(=O)OC)n1cc(CNC(=O)[C@H](Cc2ccccc2)NC(=O)OCc2ccccc2)nn1	98	96	95	94	.	.	103	102	94
COc1ccc(C(=O)CC2c3ccccc3NC(=O)N2Cc2ccccc2)cc1OC (stereo not given)	102	102	94	107	103	107	98	102	96
Cc1ccc([C@H]2c3[nH]c4ccccc4c3C[C@H]3C(=O)N(CCCCCCC(=O)NO)CC(=O)N23)cc1	64	57	95	68	45	94	47	63	59

Remaining list, next part:
SMILES	NCI-H23	IGROV1	NCI/ADR-RES	SN12C	OVCAR-5	NCI-H226	OVCAR-3	SK-OV-3	OVCAR-4
CCOC(C)(c1ccc(Cl)cc1)C1CCNCC1 (stereo not given)	101	115	93	100	102	116	110	96	.
O=C(NOCCO)c1ccc2cncn2c1Nc1ccc(I)cc1F	19	26	72	68	19	57	102	49	71
COc1ccc(-n2nc(C)c3c(Oc4ccc(NC(=O)Nc5ccc(Cl)c(C(F)(F)F)c5)cc4)ncnc32)cc1	95	99	102	101	94	95	110	93	109
OC[C@@H](O)[C@@H](O)CO	.	109	100	100	102	99	106	116	101
CC1(C)N=C(Oc2cc(Cl)cc(Cl)c2)NC(=S)N1	101	108	108	99	107	103	113	125	106
CC(C)(C)c1cc(=O)[nH]c(SCC(=O)NCCc2ccc(S(N)(=O)=O)cc2)n1	97	106	95	106	102	103	105	97	107
COc1cccc(/C=C/C(=O)c2cc3c(N)c(C(=O)Nc4cccc(Cl)c4C)sc3nc2C)c1	20	-19*	-3.6*	-23*	7.9*	-24*	-61*	15	38
Cc1ccc2cc3c(NC(=O)c4cccnc4)nn(C)c3nc2c1	90	81	95	101	102	85	91	94	97
N#CC1=C(N)Oc2c(c(=O)[nH]c3ccc(Cl)cc23)C12C(=O)c1ccccc1C2=O	93	100	102	95	96	88	93	101	93
CCOC(=O)C1=C(N)Oc2c(sc3c(C)cccc23)C1c1ccc(OC)cc1 (stereo not given)	46	28	31	40	76	55	11	58	65

Exported with two lines to a compound: part of the list above.
Every second line gives: NCI-H23	IGROV1	NCI/ADR-RES	SN12C	OVCAR-5	NCI-H226	OVCAR-3	SK-OV-3	OVCAR-4
OC[C@@H](O)[C@@H](O)CO
  .	109	100	100	102	99	106	116	101
CC1(C)N=C(Oc2cc(Cl)cc(Cl)c2)NC(=S)N1
  101	108	108	99	107	103	113	125	106
CC(C)(C)c1cc(=O)[nH]c(SCC(=O)NCCc2ccc(S(N)(=O)=O)cc2)n1
  97	106	95	106	102	103	105	97	107
COc1cccc(/C=C/C(=O)c2cc3c(N)c(C(=O)Nc4cccc(Cl)c4C)sc3nc2C)c1
  20	-19*	-3.6*	-23*	7.9*	-24*	-61*	15	38
Cc1ccc2cc3c(NC(=O)c4cccnc4)nn(C)c3nc2c1
  90	81	95	101	102	85	91	94	97
N#CC1=C(N)Oc2c(c(=O)[nH]c3ccc(Cl)cc23)C12C(=O)c1ccccc1C2=O
  93	100	102	95	96	88	93	101	93
CCOC(=O)C1=C(N)Oc2c(sc3c(C)cccc23)C1c1ccc(OC)cc1 (stereo not given)
  46	28	31	40	76	55	11	58	65

The list continues:
SMILES	NCI-H23	IGROV1	NCI/ADR-RES	SN12C	OVCAR-5	NCI-H226	OVCAR-3	SK-OV-3	OVCAR-4
COc1ccc(C2C=C(c3ccc(Cl)c(Cl)c3)N=C3SC(C)=CN32)cc1 (stereo not given)	92	87	107	100	102	86	95	109	91
CCCCN(C=O)CCCC	96	102	95	96	94	96	100	119	98
CN(C)Cc1ccc(NC(=O)c2cncc(C#Cc3cnc(N)c4ncccc34)c2)cc1C(F)(F)F	42	71	72	70	-85*	77	102	105	-60*
O=[N+]([O-])CC(c1ccco1)c1c[nH]c2ccccc12 (stereo not given)	98	105	98	97	97	96	117	111	107
COc1cccc(-c2nc3sccn3c2-c2ccnc(NCCCNS(=O)(=O)c3ccc(F)cc3)n2)c1	16	35	15	37	116	14	37	73	25
CNS(=O)(=O)c1ccc(OCCOc2ccc(S(=O)(=O)NC)cc2)cc1	92	102	101	.	96	98	110	106	99
COC(=O)c1nc2cc(Cl)ccc2nc1C(F)(F)F	97	120	104	105	99	115	120	110	120
Cc1nc2c(-c3ccc(Cl)cc3)nc3ccc(Cl)cc3c2c(=O)n1N	125	139	130	95	97	98	80	95	107
CC(=O)N1CCN(c2cc3c(cc2F)c(=O)c(C(=O)NO)cn3C2CC2)CC1	95	93	96	101	98	104	110	101	106
CCCC(C(C)=O)C(C)=O	107	97	101	103	103	103	115	103	108
COc1cc(-c2csc(Nc3cc(NCCCN4CCN(C)CC4)nc(C)n3)n2)cc(OC)c1OC	96	96	102	84	91	94	90	79	71
O=C(Nc1cc(C(F)(F)F)cc(C(F)(F)F)c1)Nc1cc(Cl)ccc1-c1nn[nH]n1	90	96	95	91	101	91	94	100	97
Nc1ccc(S(=O)(=O)c2ccc(N)nc2)cc1	107	107	113	103	103	108	114	105	107
CCOC(=O)c1ccc(NC(=S)NC(=O)c2ccc(NC(=O)c3ccc(C)cc3)cc2)cc1	72	63	81	91	86	69	110	80	84
COc1ccc(C(c2cc(OC)c(OC)c(OC)c2)n2ccnc2)cc1O (stereo not given)	39	36	12	38	71	69	-9.5*	22	74
COc1ccc(C2=CCCC2)c(OC)c1	96	101	102	103	120	103	117	109	107
CC(C)(O)c1ccccc1C(C)(C)O	102	115	106	87	98	97	114	94	105
O=C(O)c1cn(C2CC2)c2cc(N3CCN(C(=O)N(c4ccccc4)c4nc(-c5ccccc5)cs4)CC3)c(F)cc2c1=O	-3.6*	7.4*	2.3*	1.1*	6.2*	4.8*	3.8*	-16*	25
Cc1cc(C(=O)O)c(C)n1-c1cccc(C(=O)O)c1	79	57	72	84	66	100	121	105	91
N#CCc1csc(Cc2ccccc2)n1	97	108	97	101	110	101	106	104	121
COc1cccc(Cn2c(-c3cncs3)nc3ccccc32)c1	107	98	109	104	96	81	107	113	88
N#CC1c2ccccc2-c2ccccc2N1C(=O)c1ccccc1 (stereo not given)	23	24	-47*	33	42	18	-8.4*	54	38
O=C(O)c1cn(C2CC2)c2cc(N3CCN(S(=O)(=O)c4ccc(Cl)cc4)CC3)c(F)cc2c1=O	96	117	95	99	108	100	105	92	102
O=C(/C=C/c1cccc2ccccc12)CC(=O)/C=C/c1cccc2ccccc12	101	109	106	105	101	.	100	107	107
CCOC=Nc1c(C(=O)Nc2ccc(OC)cc2)oc2ncccc12	93	83	96	93	106	86	91	79	89
N#C/C(=C\c1ccc(-c2cc(C(F)(F)F)ccc2Cl)o1)c1nc2ccccc2[nH]1	101	100	105	102	104	107	111	112	109
O=C(CSc1cc[n+](CCCCO)c2ccccc12)n1ccc2ccccc21	96	20	105	103	102	90	104	91	105
CCCCOC(=O)CCN1CCN(c2cccc(C)c2)CC1	97	113	95	97	102	98	113	116	113
Cn1cc(-c2csc(-c3ccc(Cl)cc3)n2)c2cccnc21	-49*[100 µM]	-22*[100 µM]	-36*[100 µM]	-43*[100 µM]	-49*[100 µM]	-14*[100 µM]	-76*[100 µM]	-57*[100 µM]	-28*[100 µM]

Compound activity (PubChem BioAssay)
